TTR transcr act = activators of transthyretin transcription. SH-SY5Y TTR promoter Gaussia luciferase, luminescence; 100% = recombinant luciferase protein wells. AID 1117267. 92,000 tested, 1.3% active. activation, % at 16.7 µM;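 active means activation above the mean of all tested compounds plus 3 SD, cut at about 9.5% in these data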;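 further: cells exposed to compounds for one day before reading; 0% = median of all test compound wells on the plate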
Active calls of the source: *.

The first 16 entries as a preview:
SMILES | TTR transcr act
Cc1ccc(OC(=S)Nc2ccccc2)c(C)c1 | -0.7
O=C(c1ccccc1)c1cccn1CC(=O)N1CCCCCC1 | 10*
CCSc1nc(N)c2c(C)c(C)sc2n1 | -1.4
COc1ccc(/C(O)=C2/C(=O)C(=O)N(CCN3CCNCC3)C2c2cccc([N+](=O)[O-])c2)cc1 (stereo unspecified) | 0.1
CCN(CC)C(=O)C1=C(C)N(Cc2ccc(C(C)(C)C)cc2)C(=O)C(CC(=O)NCCCN(C)C)C1 (stereo unspecified) | -0.9
O=C(NNC(=S)NC(=O)c1ccccc1)c1ccc([N+](=O)[O-])cc1 | 0.3
Cc1cc(C)n2nc(C(=O)Nc3cccc(S(=O)(=O)N4CCCC4)c3)nc2n1 | -1.8
COc1cccc(CNC(=O)c2cc(C3CC3)nc3c2cnn3C(C)C)c1 | 0.6
COC(=O)c1sccc1NC(=O)c1ccc2c(c1)OCO2 | -1.1
CC(C)CCc1noc(CN2CCN(CC(=O)NC(C)C)CC2)n1 | -0.1
COc1ccc(-n2c(C)ccc2-c2ccccc2)cn1 | 1.1
Cc1ccc(N(C(=O)c2csnn2)C(C(=O)NC2CCCC2)c2ccncc2)c(C)c1 (stereo unspecified) | 0.5
Cc1cc(C)nc(Nc2n[nH]c(-c3ccccc3N)n2)n1 | 0.0
CCCC1(C2CCCC2)NC(=O)NC1=O (stereo unspecified) | -0.2
CN(C(N)=S)c1ccccc1 | 1.7
CC(C)(C)OC(=O)[C@H](Cc1ccccc1)NC(=O)c1nc[nH]c1C(=O)NC1CCNCC1 | 0.2

All compounds of this part, previewed entries included:
SMILES | TTR transcr act
Cc1ccc(OC(=S)Nc2ccccc2)c(C)c1 | -0.7
O=C(c1ccccc1)c1cccn1CC(=O)N1CCCCCC1 | 10*
CCSc1nc(N)c2c(C)c(C)sc2n1 | -1.4
COc1ccc(/C(O)=C2/C(=O)C(=O)N(CCN3CCNCC3)C2c2cccc([N+](=O)[O-])c2)cc1 (stereo unspecified) | 0.1
CCN(CC)C(=O)C1=C(C)N(Cc2ccc(C(C)(C)C)cc2)C(=O)C(CC(=O)NCCCN(C)C)C1 (stereo unspecified) | -0.9
O=C(NNC(=S)NC(=O)c1ccccc1)c1ccc([N+](=O)[O-])cc1 | 0.3
Cc1cc(C)n2nc(C(=O)Nc3cccc(S(=O)(=O)N4CCCC4)c3)nc2n1 | -1.8
COc1cccc(CNC(=O)c2cc(C3CC3)nc3c2cnn3C(C)C)c1 | 0.6
COC(=O)c1sccc1NC(=O)c1ccc2c(c1)OCO2 | -1.1
CC(C)CCc1noc(CN2CCN(CC(=O)NC(C)C)CC2)n1 | -0.1
COc1ccc(-n2c(C)ccc2-c2ccccc2)cn1 | 1.1
Cc1ccc(N(C(=O)c2csnn2)C(C(=O)NC2CCCC2)c2ccncc2)c(C)c1 (stereo unspecified) | 0.5
Cc1cc(C)nc(Nc2n[nH]c(-c3ccccc3N)n2)n1 | 0.0
CCCC1(C2CCCC2)NC(=O)NC1=O (stereo unspecified) | -0.2
CN(C(N)=S)c1ccccc1 | 1.7
CC(C)(C)OC(=O)[C@H](Cc1ccccc1)NC(=O)c1nc[nH]c1C(=O)NC1CCNCC1 | 0.2
CCOC(=O)Cc1c(C)nc2c(-c3ccc(Cl)cc3)c(C)nn2c1C | 0.1
O=[N+]([O-])c1ccc(O)c(/C=N/Nc2ccccn2)c1 | 0.4
COc1cc(C2=NOC(C(=O)NCc3ccco3)C2)cc(OC)c1OC (stereo unspecified) | 0.0
COc1ccc(NS(=O)(=O)c2ccc(NC(=S)NC(=O)c3cccc(F)c3)cc2)nn1 | -0.1
CC(NC(=O)C1CC12CCC2)c1ccccc1 (stereo unspecified) | 0.4
Cc1ccc(S(=O)(=O)c2c(C)nn(C(C)(C)C)c2OC(=O)c2cccs2)cc1 | -6.1
COc1ccc(C(=O)N(C)C2CCCN(Cc3ccccc3F)C2)cc1C (stereo unspecified) | 0.3
CN(C)S(=O)(=O)Oc1ccccc1C(=O)Nc1ccc(F)cc1F | -0.8
O=C(Nc1ccccc1NC(=O)C1CCCO1)c1ccco1 (stereo unspecified) | 0.4
COc1cccc(C(=O)/C=C/Nc2ccc(S(=O)(=O)Nc3ncccn3)cc2)c1 | -1.6
CC1(C)CC(NC(=O)C2CCN(S(=O)(=O)c3ccc(Cl)c(C(F)(F)F)c3)CC2)CC(C)(C)N1 | -1.0
O=[N+]([O-])c1ccc2c(c1)[nH]c(=S)n2-c1ccccc1 | -1.6
Cc1oc2cc3oc(=O)c(CCC(=O)NC4CC4)c(C)c3cc2c1C | -0.2
CC(=O)c1cccc(NS(=O)(=O)c2ccc(N/C=C/C(=O)c3ccc(F)cc3)cc2)c1 | -3.4
CCOc1ccc(-n2c(Cc3cc(=O)[nH]c(=O)[nH]3)nnc2SCC(=O)Nc2nnc(C)s2)cc1 | 1.2
O=C(C/C=N\OCc1ccc([N+](=O)[O-])cc1)Nc1ccccc1 | -0.3
CN1C2=N[C@H](c3cccc(C(F)(F)F)c3)CC(=O)N2/C(=C\c2ccccc2)[C@H]1c1ccccc1 | 3.8
CC(C)(C)CNC(=O)c1cccc2c1C(=O)c1ccc(-c3cc4ccccc4o3)cc1S2(=O)=O | 2.8
Cc1ccc(S(=O)(=O)N2CCCN(S(=O)(=O)c3ccc(C)c(C)c3)CC2)cc1C | -1.4
CC(=O)c1ccc(OCC(=O)Nc2cccc(S(=O)(=O)N3CCCC3)c2)cc1 | -3.3
COc1cc2c(cc1CNC[C@H]1O[C@@H](n3ccc(N)nc3=O)[C@H](O)[C@@H]1O)OCO2 | 1.4
Cc1ccc(/C=C2\SC(=S)N(CCC(=O)N3CCOCC3)C2=O)cc1 | 2.2
O=C(COC(=O)c1ccc[n+]([O-])c1)Nc1cc([N+](=O)[O-])ccc1Cl | 3.3
CN(C)S(=O)(=O)c1ccc(N=Cc2c(C(F)(F)F)[nH]n(C)c2=O)cc1 | 5.4
COc1ccc(Nc2oc(-c3ccc(OC)cc3)nc2C#N)cc1 | -0.3
COc1ccc(C(=O)COC(=O)CNC(=O)c2ccc(OC)cc2)cc1 | 2.5
CCCc1nc(NCc2ccccc2)c(C#N)c2c1CCCC2 | 0.2
C#CCOCCOCCOCCNc1nc(N2CCN(C(=O)C([C@@H](C)O)n3cc([C@@H](N)CCCCN)nn3)CC2)nc(N2CCN(C(=O)[C@H](CCCCN)n3cc([C@@H](N)CC(N)=O)nn3)CC2)n1 (stereo partly specified) | 5.0
O=C(O)CCCC(=O)N1CCC(C(O)(c2ccccc2)c2ccccc2)CC1 | -2.1
Cc1cccc(OCC(=O)NCC2CCCO2)c1C (stereo unspecified) | -0.5
Cc1ccc(-c2nc(CSc3nc4ccccc4c(=O)n3CCO)cs2)cc1 | -0.6
O=C(NC1CCCC1)C(c1cccnc1)N(C(=O)c1ccco1)c1ccc(F)cc1 (stereo unspecified) | 2.1
CN(C)CC/C=C1/c2ccc(F)cc2Sc2ccc(Cl)cc21 | 2.6
COC(=O)C1=CC[C@@H](NC(=O)OC(C)(C)C)[C@H](O)[C@H]1O[Si](C)(C)C(C)(C)C | 1.1
COC(=O)c1ccccc1NC(=O)Nc1cccc(C)n1 | 3.6
Nc1cc(S(=O)(=O)O)cc([N+](=O)[O-])c1O | -2.8
O=C(C[n+]1cccc(/C=N/O)c1)N1CCCc2ccccc21 | -0.7
COc1cc(CNCc2ccc(C)cc2)cc(OC)c1OC | 1.9
CCCNC(=O)NCc1ccc(N2CCCC2=O)cc1 | 2.9
Cc1cc(=O)oc2cc(OCC(=O)N3CC[C@@]4(O)CCCC[C@H]4C3)ccc12 | 1.4
O=C(Cn1ccccc1=O)NCc1ccc(F)cc1 | -0.6
CC(C)(C)OC(=O)N1CCC(CNC(=O)c2cccs2)CC1 | 7.5
Cc1ccc(NNC(=O)CCc2ccccc2)c(C)c1 | 0.4
Cc1ccc(C(=O)Nc2nn(C)c3cccc(F)c23)cc1 | -0.4
Going on with the list:
SMILES | TTR transcr act
COc1ccc(-c2cc3c(c4c2ccn4C)C2CCC3C2)cn1 (stereo unspecified) | 1.3
Cc1ccc(S(=O)(=O)N2CCN(C(=O)CSc3nnnn3C)C2)cc1 | 1.6
Cc1ccc(S(=O)(=O)CCC(=O)OCC(=O)N(C)c2ccccc2)cc1 | -0.7
O=C(CSC(=S)N1CCCC1)Nc1cc2c(cc1Br)OCCO2 | 0.6
CC(=O)Nc1nc(CC(=O)c2ccccc2)cs1 | -0.4
CCNC(=O)c1ccccc1NC(=O)c1cccc(S(=O)(=O)N2CCC(C)CC2)c1 | -7.8
Cc1cc(-n2c(SCC(=O)NCc3cccs3)nc3n[nH]c(C)c3c2=N)ccc1Cl | -0.8
O=C/C(=C\Nc1ccccn1)c1nc2ccccc2o1 | 11*
COc1ccc(/C=N/c2oc(-c3ccccc3)cc2C#N)cc1OC | -2.9
Cc1ccc(NC2c3ncccc3C(=O)N2Cc2cccs2)cc1C (stereo unspecified) | 2.7
O=C(Nc1cccc(CCc2ccccn2)c1)c1cc(F)c(F)cc1Cl | -1.6
Cc1ccc(S(=O)(=O)NCC(=O)N(CCc2ccccc2)CC(=O)NCc2ccco2)cc1 | 1.0
CC(=O)NC1=NN(C(C)=O)C(C)(c2ccc(Br)cc2)S1 (stereo unspecified) | 5.0
CN1C(=O)C(C)(C)c2cc(S(=O)(=O)N3CCC(C(=O)Nc4ccc(Cl)cc4)CC3)ccc21 | 0.1
Clc1ccc(SCCCCN2CCNCC2)cc1 | 1.7
O=C(Nc1ccc(-c2nc3ccccc3[nH]2)cc1)c1ccc(N2C(=O)CCC2=O)cc1 | -1.2
Cc1cc(C)n(C(C)Sc2ccccc2)n1 (stereo unspecified) | 1.8
COc1cccc(-n2c(CN3CCN(Cc4ccccc4)CC3)nc3ccc([N+](=O)[O-])cc3c2=O)c1 | 0.6
O=C1N(CN2CCOCC2)c2ccccc2C12OCC(CCl)O2 (stereo unspecified) | 2.5
CCCc1ccc(-c2cc(N)n[nH]2)cc1 | 1.4
COC(=O)c1ccc2nc(C3CCCCC3)c(Cc3ccc(OC)cc3C)n2c1 | -0.2
Cc1ccc(NC(=O)C(C)NC(=O)OCc2ccccc2)cc1C (stereo unspecified) | 0.0
Cc1ccc2[nH]c(-c3cccc(F)c3)cc(=O)c2c1 | -0.7
CCOC(=O)/C(C#N)=C\C1=C(N2CCCC2)CC(C)(C)OC1 | -2.4
CCCCCNC(=O)C(c1ccc(-c2ccccc2)cc1)n1c(=O)c(-c2cc3ccccc3[nH]2)nc2ccccc21 (stereo unspecified) | -0.9
O=C(c1ccc(OC2CCN(Cc3ccccc3C(F)(F)F)CC2)cc1)N1CCCCC1 | -1.4
COC(=O)C(NS(=O)(=O)c1cccc(S(=O)(=O)NC(C(=O)OC)c2ccccc2)c1)c1ccccc1 (stereo unspecified) | 0.4
Oc1ccc(Nc2ncnc3c2oc2ccccc23)cc1 | 0.0
COCCSc1ccccc1C(=O)Nc1cc(C)cc(C)c1 | -0.4
CCOC(=O)N1CCN(CC(=O)Nc2nc3ccc(OC)cc3s2)CC1 | -0.2
CCc1oc2c(C)c(O)ccc2c(=O)c1-c1ccc2ccccc2n1 | -2.5
COc1ccc(C(C)=O)cc1CSc1nc2nc(C)cc(C)n2n1 | 0.7
Cc1ccc(-c2c[n+](CC(=O)N3c4ccccc4Sc4ccccc43)c3n2CCC3)cc1 | -1.1
COc1ccccc1NC(=S)NC(C)=O | 2.2
CCOC(=O)Cc1csc(NC(=O)Nc2ccc(C)cc2)n1 | -2.7
COc1ccc(CCN(C)CC(O)c2ccccc2)cc1OC (stereo unspecified) | 0.5
CCOc1ccc(N2CC(C(=O)Nc3cc(C)on3)CC2=O)cc1 (stereo unspecified) | 1.5
CN(C)C(CNC(=O)Cc1ccc([N+](=O)[O-])cc1)c1ccccc1 (stereo unspecified) | 0.6
CC(C)(C)NC(=O)Nc1ccc(F)c(Cl)c1 | 1.1
CC1CCN(C(=O)CSc2nc3[nH]ncc3c(=O)[nH]2)CC1 | 1.4
O=C(Nc1cc2c(ccc3ccccc32)oc1=O)C1CCCCC1 | 2.9
Cn1c(SCC(=O)N2CCCc3ccccc32)nnc1-c1ccccc1 | -1.8
COc1cc(OC)cc(-c2n[nH]c(=S)n2-c2ccc3c(c2)OCCO3)c1 | -0.8
Cc1ccc(COc2coc(CO)cc2=O)cc1 | 2.9
CC(C)CC(=O)NC(=S)NCc1ccccc1 | -2.8
CCOc1ccc(N(CC(=O)NCCSc2ccccn2)S(=O)(=O)c2ccc(Cl)cc2)cc1 | 1.1
COc1cc(Cl)ccc1OCc1cc(C(=O)NCCCN2CCCC2=O)no1 | 1.9
N#Cc1ccc(NC(=O)N2CCC(c3nc4c(nnn4Cc4cccc(Cl)c4)c(=O)[nH]3)CC2)cc1 | -2.4
O=C(NCc1cccnc1)c1ccc(NS(=O)(=O)c2ccc(F)cc2)cc1 | 0.8
CSCC(C)N1CCC(CO)(CCCc2ccccc2)CC1 (stereo unspecified) | 0.1
C[C@@H]1CN([C@H](C)CO)C(=O)c2cc(NS(=O)(=O)c3ccccc3)ccc2O[C@@H](C)CCCCO[C@@H]1CN(C)Cc1ccc(Cl)c(Cl)c1 | -0.2
COc1cccc(N(C)C(=O)[C@@H](C)[C@@H](O)c2ccc(Cl)cc2)c1 | 1.9
CCOC(=O)C1(Cc2ccccc2)CCN(Cc2cccc3nccnc23)CC1 | 0.6
COc1ccc(NC(=O)c2cc(S(=O)(=O)N(Cc3ccccc3)c3ccccc3)ccc2Cl)cn1 | 2.2
CC(=O)OC(Cn1ccnc1)c1ccccc1 (stereo unspecified) | -2.6
CNC(=O)CCCc1nc(-c2ccccc2Cl)no1 | -0.4
Cc1ccc(SC[C@H](C)CN2CC[C@H](C(C)(C)C)CCC2=O)cc1 | -1.7
Cc1ccc(NCCC(=O)c2ccc(Cl)cc2)cc1 | 4.6
COc1ccc(NC(=O)CN(C)C(=O)c2cccc(Oc3ccccc3)c2)cc1 | -1.1
CCC1(CC)Cc2ccccc2-c2[nH]c(=S)[nH]c(=O)c21 | 0.8
CCOc1ccccc1-n1nnnc1SC(C)C(=O)OC (stereo unspecified) | -0.6
CCCOc1cccc(C(=O)NCCCNC(=O)c2cccnc2)c1 | 0.2
CCN(CC)c1ccc2cc(-c3nc(-c4cc5ccccc5oc4=O)cs3)c(=O)oc2c1 | 2.1

Screening data: PubChem BioAssay, The Scripps Research Institute Molecular Screening Center

Not all compounds are listed. The share of hits here may be higher or lower than overall.
